High-throughput results (PubChem)
HCV core dimer: HCV core protein dimerization inhibition | TR-FRET GST/Flag-core106 dimerization, 1536-well | inhibition, % at 5 µM | 0.33% of 300,000 active | AID 1899;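 active = inhibition above the mean of all tested compounds plus 3 SD, set per screening campaign, cut at about 45% in these data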
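Assay system: Tagged HCV core106 pair (GST and Flag) | Buffer or medium: KF-containing HEPES buffer, pH 7.45, DTT, CHAPS, BSA | Also added: Eu donor and XL665 acceptor anti-tag antibodies | Dosing: One concentration, 5 µM, in 0.5% DMSO | Timing: 4 h at 22.5 °C | Technique: TR-FRET 671 and 617 nm emission | Repeats: Singlicate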
TPT1 inh: C. albicans TPT1 enzyme inhibition; inhibition, % at 5 µM; 0.81% of 300,000 active; recombinant caTPT1, FP RNA substrate dephosphorylation; AID 1962;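 active = inhibition above the mean of all tested compounds plus 3 SD, set per screening campaign, cut at about 24% in these data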;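 also: plate controls were DMSO alone for no effect and ferristatin control at 100 nM for full effect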
JMJD2C inh: blocks human GASC-1 demethylase activity; AID 2099; inhibition, % at 2.35 µM; 0.069% of 330,000 active; GST-JMJD2C(1-420) H3K9me3 demethylation, DELFIA europium;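 active = more than half of a compound's replicate wells show inhibition beyond 50%, single wells judged on their own value; inconclusive = some, but no more than half, of replicates pass 50% inhibition; inactive = no replicate passes 50% inhibition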;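 also: signal counts dimethyl H3K9 product captured on neutravidin plate; 0% = median of DMSO wells and 100% = 0.3 times that DMSO median; strong numbers were not always called active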
CR mimetic SO: caloric restriction mimetics inhibiting age-related superoxide in yeast; S. cerevisiae aged cells, superoxide DHE fluorescence; hits give low values; superoxide response (% of plate mean), % at 10 µM; 0.18% of 330,000 active; AID 2690;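 active = superoxide response under a set limit, about three screen SD below normal, cut at about 65% in these data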;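 also: yeast aged for seven days with compound at 30 °C before DHE staining; 100% = average MFI of all compound-treated wells on the plate with controls excluded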
EBNA-1 inh: blocks EBNA-1 binding to DNA. EBNA-1 DNA binding, fluorescence polarization. inhibition, % at 14.8 µM. 0.34% of 300,000 active; in the data active = inhibition above about 28%
PP1 counter: PP1-alpha (human) inhibition in PP5 counter-screen; P62136; purified PP1alpha, OMFP fluorescence; inhibition, % at 6.7 µM; 0.9% of 320,000 active; AID 2235;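 active = inhibition above the mean inhibition of all tested compounds plus 3 SD, computed separately for each screening campaign, cut at about 15% in these data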
Target sequence (P62136 whole entry, looked up): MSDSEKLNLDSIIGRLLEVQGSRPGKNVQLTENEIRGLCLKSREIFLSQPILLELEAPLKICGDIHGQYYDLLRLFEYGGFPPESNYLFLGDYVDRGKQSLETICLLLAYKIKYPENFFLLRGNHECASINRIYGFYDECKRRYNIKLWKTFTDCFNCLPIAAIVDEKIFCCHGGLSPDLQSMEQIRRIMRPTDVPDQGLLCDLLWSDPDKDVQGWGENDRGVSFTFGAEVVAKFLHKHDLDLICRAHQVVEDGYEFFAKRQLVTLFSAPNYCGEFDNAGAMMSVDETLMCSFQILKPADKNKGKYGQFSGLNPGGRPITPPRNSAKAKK
ZTA DNA inh: ZTA (EBV) inhibition in EBNA-1 counter-screen. P03206. ZTA-DNA binding, fluorescence polarization. inhibition, % at 11 µM. 0.15% of 320,000 active; in the data active = inhibition above about 33%
Target sequence (P03206 whole entry, looked up): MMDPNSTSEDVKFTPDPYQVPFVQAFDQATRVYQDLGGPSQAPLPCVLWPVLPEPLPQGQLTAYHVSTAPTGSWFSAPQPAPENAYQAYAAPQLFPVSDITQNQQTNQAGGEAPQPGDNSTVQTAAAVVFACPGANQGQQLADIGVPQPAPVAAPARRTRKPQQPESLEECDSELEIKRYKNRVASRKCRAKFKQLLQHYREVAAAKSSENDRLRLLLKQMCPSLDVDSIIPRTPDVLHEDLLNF
Fh CTSL1 inh: cathepsin L1 inhibition, PFM18AAP counter-screen; recombinant F. hepatica cathepsin L1, Z-Leu-Arg-MCA fluorescence; inhibition, % at 5.96 µM; 0.49% of 300,000 active;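 active = inhibition above the mean of all tested compounds plus 3 SD, set per screening campaign, cut at about 17% in these data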;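 also: 0% = plate median of test compound wells and 100% = 1 µM Z-Phe-Ala-diazomethylketone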
PP5 primary: inhibitors of human protein phosphatase 5 (PP5) | P53041 | purified PP5c, OMFP substrate fluorescence | inhibition, % at 6.7 µM | 0.18% of 320,000 active;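 active = inhibition above the campaign's mean inhibition across all tested compounds plus 3 SD, cut at about 9.5% in these data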;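 also: 0% = DMSO only and 100% = 100 µM cantharidin control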
Target sequence (P53041 whole entry, looked up): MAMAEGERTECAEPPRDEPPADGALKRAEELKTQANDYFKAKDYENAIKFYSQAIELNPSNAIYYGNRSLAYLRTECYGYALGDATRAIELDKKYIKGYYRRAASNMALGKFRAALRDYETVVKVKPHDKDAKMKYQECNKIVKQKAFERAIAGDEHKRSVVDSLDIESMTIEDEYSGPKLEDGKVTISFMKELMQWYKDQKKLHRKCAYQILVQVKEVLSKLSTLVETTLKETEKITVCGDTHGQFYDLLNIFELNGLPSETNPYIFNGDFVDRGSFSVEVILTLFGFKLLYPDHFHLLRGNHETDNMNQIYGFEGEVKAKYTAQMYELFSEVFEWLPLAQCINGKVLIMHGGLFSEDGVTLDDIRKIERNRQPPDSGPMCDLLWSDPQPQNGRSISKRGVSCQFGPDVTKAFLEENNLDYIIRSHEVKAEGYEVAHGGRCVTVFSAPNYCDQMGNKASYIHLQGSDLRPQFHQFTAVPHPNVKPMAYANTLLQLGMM
* marks the source's active call; other numbers are inactive results; ? = inconclusive; / = not tested or not shown.

The first 3 records, to show the layout:
SMILES	HCV core dimer	TPT1 inh	JMJD2C inh	CR mimetic SO	EBNA-1 inh	PP1 counter	ZTA DNA inh	Fh CTSL1 inh	PP5 primary
COc1cc(C(=O)NCc2nnc(SCC(=O)Nc3nc4ccccc4s3)o2)cc(OC)c1OC	0.4	1.2	-17.6	102.8	1.9	1.8	-3.9	0.8	0.1
Cc1ccnc(Nc2nc(-c3ccc(O)cc3)cs2)c1	-5.2	-2.0	8.0	96.9	11.6	5.4	-5.5	-2.1	2.4
O=S(=O)(N/N=C1\CC(c2ccccc2)Oc2ccccc21)c1ccccc1 (configuration not stated)	13.3	0.9	-28.9	95.4	13.1	-0.5	2.3	2.7	0.2

All compounds of this part, from the start:
SMILES	HCV core dimer	TPT1 inh	JMJD2C inh	CR mimetic SO	EBNA-1 inh	PP1 counter	ZTA DNA inh	Fh CTSL1 inh	PP5 primary
COc1cc(C(=O)NCc2nnc(SCC(=O)Nc3nc4ccccc4s3)o2)cc(OC)c1OC	0.4	1.2	-17.6	102.8	1.9	1.8	-3.9	0.8	0.1
Cc1ccnc(Nc2nc(-c3ccc(O)cc3)cs2)c1	-5.2	-2.0	8.0	96.9	11.6	5.4	-5.5	-2.1	2.4
O=S(=O)(N/N=C1\CC(c2ccccc2)Oc2ccccc21)c1ccccc1 (configuration not stated)	13.3	0.9	-28.9	95.4	13.1	-0.5	2.3	2.7	0.2
CC(C)COC(=O)C(C#N)c1nc2ccccc2nc1N1CCN(Cc2ccc3c(c2)OCO3)CC1 (configuration not stated)	-6.0	0.5	-8.1	95.3	6.2	3.2	-2.7	-4.1	2.7
CSCCC(NC(=O)c1ccccc1)C(=O)NCCc1ccc2c(c1)OCCO2 (configuration not stated)	/	/	-5.7	85.1	/	-3.5	2.3	/	1.3
O=C(Nc1cccnc1)c1ccc2c(c1)C(=O)N(Cc1cccnc1)C2=O	-0.3	-2.8	39.1	127.3	9.0	-3.7	4.7	0.6	-2.5
CC(C(=O)NCC1(c2ccccc2)CCOCC1)N1CCOCC1 (configuration not stated)	-3.7	-0.1	-0.1	93.3	5.1	0.2	-7.7	0.6	-0.8
CCOCCn1c(-c2ccccc2)nc2ccccc21	-2.2	-1.5	2.9	95.8	-3.1	1.8	-26.3	10.1	-0.4
CC(C)(C)Nc1nc(-c2ccc3c(c2)CCN3C(=O)C2CC2)cs1	-1.6	-3.7	-10.1	96.8	-3.5	2.6	-11.4	1.1	2.5
Cc1ccc(C(=O)OCC(=O)c2c(N)n(C)c(=O)n(C)c2=O)cc1S(=O)(=O)N1CCCCC1	5.3	-0.7	-12.6	101.5	-8.6	-0.8	-9.5	0.5	0.2
CC(C)(C)NC(=S)Nc1cccc(C(F)(F)F)c1	-2.9	1.1	-5.6	99.9	-6.6	3.8	3.1	-2.4	-0.5
CCC(=O)c1ccc(OCC(O)CN2CCN(c3ccccn3)CC2)cc1 (configuration not stated)	1.4	-0.8	-5.7	87.3	-14.2	-1.7	-1.3	-3.1	-1.5
CCCOc1ccc(-c2nnn(CC(=O)N3CCC(C)CC3)n2)cc1	4.1	-0.3	3.4	90.5	2.2	-5.3	-3.3	6.3	1.3
COC(=O)Nc1ccc(S(=O)(=O)N(CCO)CC(F)(F)C(F)F)cc1	-1.1	0.4	1.0	102.7	4.8	-2.9	2.4	-0.9	-0.7
O=C(Nc1ccc(Cl)c(Cl)c1)OCc1cccnc1	-7.1	1.3	20.1	98.9	-1.1	0.1	15.9	-1.2	3.5
C[C@H](NC(=O)c1ccco1)C(=O)NCCc1ccc(S(N)(=O)=O)cc1	-0.6	-4.8	5.0	94.6	-9.3	-4.7	-6.9	1.6	-3.4
COc1cc2c(cc1OC)CN(C(=O)CCCOc1ccc(Cl)cc1Cl)CC2	3.2	-1.1	1.0	114.2	-6.0	-0.7	1.9	1.0	4.5
O=C(Nc1cc(C(F)(F)F)ccc1N1CCOCC1)C1Cc2ccccc2CN1C(=O)c1ccco1 (configuration not stated)	6.8	2.7	50.2	89.0	-3.6	11.4	1.2	3.8	1.6
CC(=O)c1cccc(NS(=O)(=O)c2cc(-c3cnc(C4CC4)o3)ccc2C)c1	-14.2	0.0	-9.0	101.0	0.8	1.9	-7.5	1.1	3.3
CC(C)CCNC(=O)C(c1ccco1)N(CCCO)C(=O)Cn1nnc(-c2ccc(F)cc2)n1 (configuration not stated)	-2.1	-2.8	-0.2	93.5	-1.1	-2.3	-14.0	-2.5	1.2
Cc1ccc(C2=NN(S(C)(=O)=O)C(c3ccc4nccnc4c3)C2)cc1 (configuration not stated)	-6.2	0.6	-11.7	105.9	-4.0	0.7	-7.3	-0.6	2.4
CNc1oc(-c2ccc(F)cc2)nc1S(=O)(=O)c1ccccc1	1.5	-0.4	-8.4	100.7	14.6	3.0	3.3	-0.2	-0.6
Cc1[nH]nc(-c2ccc(O)cc2O)c1-c1nc2ccccc2s1	3.3	0.1	1.6	108.8	-20.2	1.1	-7.8	2.1	1.5
CCN1CCN(S(=O)(=O)c2ccc(OC)c(Br)c2)CC1	-3.7	-4.4	-6.0	108.2	-5.4	-5.2	-12.9	-5.7	-1.5
O=C(O)CC(NC(=O)c1cccc(F)c1)c1ccc(OC2CCCC2)cc1 (configuration not stated)	-0.7	-2.8	9.4	101.2	7.0	1.0	2.7	1.2	-1.7
O=C(CSc1ccc(-c2ccc(-n3cccn3)cc2)nn1)Nc1ccccc1F	2.1	-1.6	-15.8	101.0	18.3	-1.9	2.1	13.4	-1.6
CCOC(=O)c1cccc(NS(=O)(=O)c2c(C)[nH]c(=O)[nH]c2=O)c1	1.1	-5.0	1.7	106.8	7.6	-1.6	22.1	-2.8	-1.0
CCOC(=O)c1c(C)[nH]c(C(=O)N/N=C/c2cccc(OC)c2)c1C	-2.6	-2.7	-7.6	103.9	-5.3	-0.4	-2.3	-0.7	3.1
C=CCOC(=O)C1=C(C)NC(SCC(=O)Nc2ccc(C)c(Cl)c2)=C(C#N)C1c1ccco1 (configuration not stated)	5.5	-0.1	-10.2	105.9	13.4	18.9*	-7.8	1.7	0.6
COc1cc(NC(=O)C2CC(=O)N(CCc3ccccc3)C2)cc(OC)c1 (configuration not stated)	2.4	-0.9	67.6	91.6	3.0	-4.0	11.8	9.1	1.8
CC(C)CC(=O)Nc1ccccc1N1CCCC1	-11.4	-1.8	3.7	103.5	-7.0	-6.0	-9.1	0.1	0.2
CN(C)CCOC(=O)C12CC3CC(C1)CC(C(=O)OCCN(C)C)(C3)C2	-1.5	-1.9	-6.2	94.8	6.0	-3.5	-0.3	3.5	-1.6
O=C(CSc1nc2ccc(NC(=O)c3ccccc3C(=O)O)cc2s1)Nc1ccc(F)c([N+](=O)[O-])c1	27.1	3.2	-20.2	107.2	-10.0	1.0	5.1	0.7	0.6
COc1cccc(OCc2nc3ncc(Br)cc3[nH]2)c1	-3.8	7.4	-5.8	100.5	4.6	0.8	2.9	1.2	-0.8
COc1ccc(NC(=O)CNC(=O)c2nn(-c3ccc(OC)c(Cl)c3)c(=O)c3ccccc23)c(OC)c1	5.7	-1.3	43.5	113.1	-8.6	2.1	-4.2	-3.6	-4.6
Cc1noc(C)c1CSc1ccccc1C(=O)N1CCN(c2ccccc2)CC1	2.3	-5.3	110.2	89.8	-0.3	-3.1	-8.6	0.8	0.7
CC(=O)Nc1ccc(-c2csc(NNC(=O)c3ccccc3)n2)cc1	9.6	6.9	11.3	101.0	-11.6	-6.9	-2.5	-0.8	-0.9
O=C(CCN1C(=O)[C@H]2CC=CC[C@H]2C1=O)NCc1nc(-c2ccc(Cl)cc2)no1	-0.9	1.3	?	105.1	-4.0	1.0	1.4	0.9	-1.7
CCCCNS(=O)(=O)c1ccc2nc(-c3cccnc3)cc(C(=O)NC(C)CC)c2c1 (configuration not stated)	-5.9	-3.1	-9.4	100.7	15.3	0.0	-1.8	2.5	-1.3
CC(C)CNC(=O)COc1ccc(Sc2ccc(OCC(=O)NCC(C)C)cc2)cc1	-2.2	0.9	0.8	109.7	-10.9	2.1	-4.2	1.2	6.9
CC(C)OCCCNC(=S)N1CCC(C(=O)c2ccc3c(c2)OCCO3)CC1	-2.4	0.0	-3.0	80.7	5.2	-3.4	-2.0	-1.9	-0.9
CN(C)CCCn1cnc2c(c1=N)C(c1ccccc1)c1ccc3ccccc3c1O2 (configuration not stated)	-3.9	1.7	-18.8	112.5	5.2	-0.3	-1.1	-6.2	1.9
CCn1c(SCC(=O)OC)nnc1-c1c[nH]c2ccccc12	0.7	0.4	1.6	104.3	-2.8	-2.2	2.7	-6.3	-0.5
COc1ccc(NC(=O)CSc2nccn2C)c([N+](=O)[O-])c1	-2.1	1.1	-1.1	100.2	2.5	-3.9	4.4	0.6	0.7
Cc1ccccc1CN1C[C@@H]2C[C@@H](c3cn(C)nc3-c3ccccc3)N3CCC[C@@]23C1=O	39.5	5.9	-4.3	95.4	-11.2	4.8	2.6	1.7	3.4
Cn1c(=O)c2[nH]cnc2n(C)c1=O	1.1	-0.3	-21.3	91.0	-6.5	-4.5	-7.6	-3.9	1.1
Cn1c(N)c(C(=O)COC(=O)COc2ccccc2C#N)c(=O)n(C)c1=O	1.8	-7.3	1.8	114.9	5.1	-4.2	6.0	-10.0	-1.7
CCSc1nc(-c2ccc(OC)cc2)ccc1C#N	13.5	0.8	1.2	95.9	1.2	-1.7	-0.8	2.9	1.8
COc1ccc(CN(C)S(=O)(=O)c2nnc(NC(=O)c3ccc(C)cc3)s2)cc1OC	-44.8	1.1	-8.0	93.3	-18.6	3.2	3.8	2.5	0.2
CS(=O)(=O)N(CC(=O)NCCC1=CCCCC1)C1CCCCC1	-0.2	-0.7	-0.4	114.3	-2.8	-2.7	8.6	0.8	1.0

The list continues.
SMILES	HCV core dimer	TPT1 inh	JMJD2C inh	CR mimetic SO	EBNA-1 inh	PP1 counter	ZTA DNA inh	Fh CTSL1 inh	PP5 primary
CN(C)S(=O)(=O)c1cccc(NC(=S)N2CCc3ccccc32)c1	4.5	-0.6	-4.1	87.6	1.1	-4.4	7.9	-1.2	-0.4
Cc1cccn2c(=O)c3cc(C(=O)N4CCCC(C)C4)sc3nc12 (configuration not stated)	-1.6	-0.7	2.6	109.4	-4.7	-4.0	-14.2	0.8	0.5
Cc1ccc2nc(N/C(=N/S(=O)(=O)c3ccc(F)cc3F)c3ccccc3)sc2c1	15.8	-3.0	9.1	94.5	3.3	3.0	7.0	3.4	4.0
O=C(O)c1ccc(NC2CC(=O)N(Cc3ccccc3)C2=O)cc1 (configuration not stated)	-1.0	0.8	6.9	93.5	-1.6	-0.9	-13.8	4.5	-1.6
Cc1c(Cl)cnc(NC(=O)CSc2nnc(C)n2Cc2ccccc2)c1Cl	-2.6	0.1	12.0	100.4	-6.6	-4.0	-3.5	-1.5	3.9
Cc1nn(Cc2ccccc2)c(C)c1NC(=O)CSc1n[nH]c(C)c1[N+](=O)[O-]	-0.9	0.1	12.5	95.2	7.6	0.3	7.0	3.9	1.0
O=C1COc2ccc(S(=O)(=O)N3CCN(c4cccc(C(F)(F)F)c4)CC3)cc2N1	-8.2	-2.2	9.8	99.3	0.5	1.6	2.5	5.6	3.4

Some of the entries so far, field by field:
CC(C)CCNC(=O)C(c1ccco1)N(CCCO)C(=O)Cn1nnc(-c2ccc(F)cc2)n1 (configuration not stated)
  HCV core dimer: -2.1
  TPT1 inh: -2.8
  JMJD2C inh: -0.2
  CR mimetic SO: 93.5
  EBNA-1 inh: -1.1
  PP1 counter: -2.3
  ZTA DNA inh: -14.0
  Fh CTSL1 inh: -2.5
  PP5 primary: 1.2

Cc1ccc(C2=NN(S(C)(=O)=O)C(c3ccc4nccnc4c3)C2)cc1 (configuration not stated)
  HCV core dimer: -6.2
  TPT1 inh: 0.6
  JMJD2C inh: -11.7
  CR mimetic SO: 105.9
  EBNA-1 inh: -4.0
  PP1 counter: 0.7
  ZTA DNA inh: -7.3
  Fh CTSL1 inh: -0.6
  PP5 primary: 2.4
